Rpn11 inh: blocks the human proteasome subunit Rpn11; human 26S proteasome, Ub4-pepOG fluorescence polarization; 20S core pre-blocked with epoxomicin; O00487; calls only at 20 µM; AID 588493; 360,000 compounds, 0.59% hits;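 active = inhibition at 20 µM, scaled to each plate's controls, above about 33%, limit read from the data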
STEP block: STEP (human) phosphatase inhibition. recombinant STEP, OMFP fluorogenic substrate, fluorescence. AID 588621. P54829. inhibition, % at 20 µM. 360,000 compounds, 0.25% hits;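 active = inhibition at 20 µM, scaled per plate between control wells, above about 37%, limit read from the data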;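 note: 0% = DMSO with enzyme and substrate and 100% = substrate only without enzyme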
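System: isolated STEP enzyme; schedule: 20 min enzyme reaction at room temperature, protected from light; medium: Bis-Tris buffer pH 6.0, 2.5 mM DTT, 0.005% Tween 20; signal: fluorescence, 480/540 nm; dosing: single compound dose of 20 µM, 1% DMSO final; also added: OMFP substrate, 25 µM final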
DNMT1 inh: inhibitors of human DNMT1. P26358. DNMT1 molecular beacon, Hinp1I cleavage, fluorescence. inhibition (reported as % activation of signal), % at 10 µM. 360,000 compounds, 0.83% hits; in the data active = inhibition above about 50%
CSN inh: blocks human CSN-mediated cullin deneddylation; Q92905; Purified CSN, SCF-Nedd8-OG deneddylation, fluorescence polarization; inhibition, % at 12.5 µM; 360,000 compounds, 0.38% hits;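 active = pattern-corrected inhibition above about 35%, with an unprinted fluorescence ratio check between 0.5 and 1.5, limit read from the data, passing the limit was not always enough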;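 note: 0% = enzyme with substrate and 100% = substrate without enzyme; some results filed as inactive read as strong as hits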
Target sequence (Q92905 whole entry, looked up, one chain of several): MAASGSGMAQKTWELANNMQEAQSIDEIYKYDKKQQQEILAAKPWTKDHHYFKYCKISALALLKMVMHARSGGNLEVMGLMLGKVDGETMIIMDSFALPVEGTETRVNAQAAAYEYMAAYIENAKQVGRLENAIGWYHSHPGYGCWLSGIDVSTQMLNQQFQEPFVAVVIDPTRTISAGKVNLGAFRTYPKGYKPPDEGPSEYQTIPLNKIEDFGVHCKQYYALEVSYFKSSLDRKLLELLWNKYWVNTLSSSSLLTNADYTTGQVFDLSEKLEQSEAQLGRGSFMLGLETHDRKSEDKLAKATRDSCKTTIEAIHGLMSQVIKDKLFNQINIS
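Assay system: HEK293T-derived human Csn5 enzyme; quantity: 0.24 nM enzyme; medium: Tris/NaCl/DTT buffer, pH 7.5; also added: substrate SCFSkp2-Nedd8OG, 10 nM; doses: 12.5 µM compound; schedule: 90 min reaction at room temperature; signal: FP; read-out: % inhibition of substrate cleavage by Csn5; benchmarks: substrate-only high control, full reaction low control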
Scp-1 inhibitor: Scp-1 (human) phosphatase inhibition | Q9GZU7 | AID 493091 | 340,000 compounds, 0.88% hits | Recombinant Scp1, phosphopeptide, malachite green phosphate absorbance | inhibition, % at 20 µM;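 active = inhibition above about 50% at 20 µM, limit read from the data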;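 note: plate controls were DMSO wells with enzyme for no effect and wells lacking enzyme for full effect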
Target sequence (Q9GZU7 76-261 limits assumed): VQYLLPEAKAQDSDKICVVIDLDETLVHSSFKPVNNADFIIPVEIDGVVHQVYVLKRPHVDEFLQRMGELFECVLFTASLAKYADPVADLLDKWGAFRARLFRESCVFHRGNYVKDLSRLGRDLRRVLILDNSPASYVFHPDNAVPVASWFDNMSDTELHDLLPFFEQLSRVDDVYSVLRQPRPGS
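Test system: SCP-1 catalytic domain; Buffer or medium: Acidic Tris acetate buffer with magnesium and detergent; Also added: Phosphorylated 17-residue peptide substrate; Compound: single 20 µM dose, 1% DMSO; Schedule: enzyme reaction 45 min at room temperature, colour 5 min, stabilisation 30 min; Signal: Phosphate-binding colour reagent, absorbance read at 630 nm.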
SUMO1-SIM PPI: alters human SUMO1 binding to SIM partners | AID 602429 | inhibition, % at 20 µM | SUMO1 binding to a labelled peptide, TR-FRET, 1 h | 360,000 compounds, 0.33% hits; in the data active = inhibition above about 37%
Target sequence (P63165 whole entry, looked up): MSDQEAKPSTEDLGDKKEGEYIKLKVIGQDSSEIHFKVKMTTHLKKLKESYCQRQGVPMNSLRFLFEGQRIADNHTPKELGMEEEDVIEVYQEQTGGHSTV
MsrA inh: bovine MsrA inhibition. AID 651718. 360,000 compounds, 0.75% hits. inhibition, % at 15.5 µM. purified bovine MsrA, absorbance read-out; in the data active = inhibition above about 4.5%;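 note: 0% = vehicle wells with enzyme and 100% = reference inhibitor wells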
NadD block: blocks S. aureus nicotinate mononucleotide adenylyltransferase; purified NadD enzyme, colorimetric absorbance read-out; inhibition, % at 20 µM; 360,000 compounds, 0.78% hits; in the data active = inhibition above about 26%; note: some compounds past the cut are filed as inactive
LMPTP inh: LMPTP (human) inhibition. 360,000 compounds, 0.22% hits. AID 651560. recombinant LMPTP-A, OMFP fluorogenic substrate, fluorescence intensity. inhibition, % at 20 µM. P24666;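 active = compounds that cut the enzyme signal by at least half of the control window in the single-dose screen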;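 note: plate controls were DMSO wells with enzyme plus substrate for no effect and substrate without enzyme for full effect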
Target sequence (P24666 whole entry, looked up): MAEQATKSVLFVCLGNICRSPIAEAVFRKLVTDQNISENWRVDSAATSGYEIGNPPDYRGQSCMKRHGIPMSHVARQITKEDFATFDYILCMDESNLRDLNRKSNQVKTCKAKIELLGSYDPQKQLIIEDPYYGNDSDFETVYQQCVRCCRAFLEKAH
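Assay system: LMPTP-A enzyme. Input: 0.625 nM LMPTP-A final. Probe or stimulus: 400 µM OMFP. Compound dosing: single 20 µM dose. Schedule: 50 min dark incubation at room temperature. Detection: fluorescence intensity of OMFP turnover product. Read-out: percent inhibition versus substrate-only and uninhibited controls. Benchmarks: no-enzyme low control, uninhibited high control.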
Tb MetRS inh: blocks T. brucei methionyl-tRNA synthetase activity; purified T. brucei MetRS, ATP depletion, Kinase-Glo luminescence; inhibition, % at 11.9 µM; 360,000 compounds, 0.4% hits;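 active = inhibition above a per-plate cutoff of the control wells' mean inhibition plus 3 SD, cut at about 5.5% in these data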;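 note: 0% = DMSO wells median and 100% = median of wells with control inhibitor compound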
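Material: T. brucei methionyl-tRNA synthetase, purified; reagent: substrates ATP, L-methionine and bulk Escherichia coli tRNA; dosing: 11.9 µM single point; timing: 15 min plus 2 h at 25 °C; detection: luminescence of leftover ATP; evaluation: % inhibition; control set: DMSO-only wells as low control; replicates: singlicate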
* marks the source's active call; other numbers are inactive results; i = inactive; . = not tested or not shown; + = active, no number.

The first 3 entries, ahead of the listing:
SMILES	Rpn11 inh	STEP block	DNMT1 inh	CSN inh	Scp-1 inhibitor	SUMO1-SIM PPI	MsrA inh	NadD block	LMPTP inh	Tb MetRS inh
O=C1NC(=Nc2ccc3ccccc3c2)S/C1=C/c1ccco1	+	0	67*	67*	18	3	0.0	34*	26	-0.2
Cn1c(N)c(C(=O)COC(=O)/C=C/c2ccc(OC(F)F)cc2)c(=O)n(C)c1=O	i	2	-1	-9	-5	-2	0.1	-7	1.2	-0.1
O=C(NCc1ccccn1)C1CC(c2ccc(Cl)c(Cl)c2)=NO1 (centres undefined)	i	1	1	-2	1	-4	0.9	1	-0.2	-1.1

All compounds of this part, previewed entries included:
SMILES	Rpn11 inh	STEP block	DNMT1 inh	CSN inh	Scp-1 inhibitor	SUMO1-SIM PPI	MsrA inh	NadD block	LMPTP inh	Tb MetRS inh
O=C1NC(=Nc2ccc3ccccc3c2)S/C1=C/c1ccco1	+	0	67*	67*	18	3	0.0	34*	26	-0.2
Cn1c(N)c(C(=O)COC(=O)/C=C/c2ccc(OC(F)F)cc2)c(=O)n(C)c1=O	i	2	-1	-9	-5	-2	0.1	-7	1.2	-0.1
O=C(NCc1ccccn1)C1CC(c2ccc(Cl)c(Cl)c2)=NO1 (centres undefined)	i	1	1	-2	1	-4	0.9	1	-0.2	-1.1
CCOc1ccc(C(C)=O)cc1N1C(=O)C2C3C=CC(O3)C2C1=O (centres undefined)	i	0	1	-6	-7	-3	.	-5	0.2	-1.3
O=C(NS(=O)(=O)c1ccc(NC(=O)C2CCCO2)cc1)c1ccccc1 (centres undefined)	i	-3	3	1	2	2	-0.9	-4	-2.8	-0.6
O=C(Nc1ccccc1C(=O)O)c1ccc(NC(=O)C2CC2)cc1	i	-4	-1	0	-7	21	-0.8	-11	-0.3	-0.2
Cc1occc1C(=O)N/N=C/c1c(O)ccc2ccccc12	i	0	-2	7	4	10	1.3	-2	2.5	-0.9
O=[N+]([O-])c1cc(C(F)(F)F)cc([N+](=O)[O-])c1N1CCN(S(=O)(=O)c2ccccc2)CC1	i	0	-2	-20	-5	-18	0.7	2	0.3	-0.6
O=C1/C(=C\c2ccc([N+](=O)[O-])cc2)CCc2ccccc21	i	0	6	3	-6	-5	1.6	0	1.0	-1.3
CC(C)C(=O)NCCc1c[nH]c2ccccc12	i	-2	-2	-9	2	0	0.2	1	-1.3	-0.5
CCCN(CC(=O)NC(=O)NCc1ccccc1)CC(=O)Nc1ccc(F)c(F)c1F	i	-3	9	0	.	-1	1.0	-2	-1.4	-0.2
CC(=O)c1c(C)[nH]c(C(=O)CSc2nnc(C3CCCCC3)n2N)c1C	i	-2	-10	5	-4	4	1.1	5	-1.6	-0.6
CC(C)(C)[C@H]1CCC(=O)N([C@H](CC#N)Cc2ccccc2)CC1	i	0	7	-1	-8	1	-0.9	2	-0.5	-0.1
O=C(Nc1ccc([N+](=O)[O-])cc1)Nc1cnccn1	i	2	2	1	-8	-25	2.8	-5	0.5	-0.1
COc1cc2c(cc1OC)C(c1ccccc1)N(Cc1ccc(S(=O)(=O)NC(=O)c3ccco3)cc1)CC2 (centres undefined)	.	.	.	0	.	3	1.2	11	0.9	-0.4
COc1ccc(CCC(=O)c2ccc(OC)cc2)cc1	i	0	7	1	-18	2	0.2	-6	0.9	-1.1
Cc1sc2nc(CSC(C)C(=O)N3CCOCC3)[nH]c(=O)c2c1C (centres undefined)	i	-2	1	8	1	5	1.2	-2	-0.1	0.2
Nn1c(SCc2cccc(Oc3ccccc3)c2)nnc1C(F)(F)F	i	0	2	2	-2	0	1.9	-8	1.4	0.0
Cn1ccc2c(-c3ccc(F)nc3)cc3c(c21)C1CCC3O1 (centres undefined)	i	0	7	0	.	-9	-0.2	-8	1.6	0.1
Cn1c(CN2CCCCC2)nc2cc(NS(=O)(=O)c3ccc(F)cc3)ccc21	i	4	-6	-10	-6	0	1.9	3	2.9	-0.2

Profiles from above. Values in the order: Rpn11 inh, STEP block, DNMT1 inh, CSN inh, Scp-1 inhibitor, SUMO1-SIM PPI, MsrA inh, NadD block, LMPTP inh, Tb MetRS inh
Shown for COc1ccc(CCC(=O)c2ccc(OC)cc2)cc1 → i, 0, 7, 1, -18, 2, 0.2, -6, 0.9, -1.1
Shown for COc1cc2c(cc1OC)C(c1ccccc1)N(Cc1ccc(S(=O)(=O)NC(=O)c3ccco3)cc1)CC2 (centres undefined) → ., ., ., 0, ., 3, 1.2, 11, 0.9, -0.4
Shown for O=C(Nc1ccccc1C(=O)O)c1ccc(NC(=O)C2CC2)cc1 → i, -4, -1, 0, -7, 21, -0.8, -11, -0.3, -0.2

Continued.
SMILES	Rpn11 inh	STEP block	DNMT1 inh	CSN inh	Scp-1 inhibitor	SUMO1-SIM PPI	MsrA inh	NadD block	LMPTP inh	Tb MetRS inh
CC(C)CN1CC(Br)C(=O)NC1=O (centres undefined)	i	-3	2	-3	-5	-1	-0.3	1	-0.7	-0.3
Cc1ccccc1OCCn1c(=S)[nH]c2ccccc21	i	4	-3	3	-5	2	0.6	2	0.1	0.7
CCOC(=O)C1(CCOc2ccccc2)CCN(Cc2ccc(OCC)c(CO)c2)CC1	i	1	1	3	-2	5	0.1	-10	0.0	-0.7
Cc1cccc(NC(=O)c2sc3nc4c(c(-c5cccs5)c3c2N)CN(C)CC4)c1	i	3	7	-7	14	2	1.0	22	6.6	-0.8
O=c1nc2cccc3c2=c(/c1=C(\O)c1ccccc1)c1ccccc1c3=O	i	4	38	5	72*	5	-0.3	8	8.2	0.1
C/C(=N\NC(=O)c1c(C)nc2ccccn12)c1ccccc1F	i	1	2	-1	-3	2	-0.1	-2	0.1	0.0
CCOC(=O)Cn1ncn(-c2ccc(OC(F)(F)F)cc2)c1=O	i	-2	0	1	-7	-3	0.1	-6	-1.9	-0.9
CCOc1ccc(NCc2nnc(SCc3ccccc3Cl)n2-c2ccccc2)cc1	i	6	12	0	0	0	2.2	8	0.7	-0.3
CC1(c2nc3ccccc3[nH]2)CCC(=O)N1Cc1ccc(F)cc1 (centres undefined)	i	1	2	-6	.	4	-1.2	-7	-1.5	-0.2
CCCCn1c(N)c(N(CC(C)C)C(=O)c2oc3ccc(OC)cc3c2C)c(=O)[nH]c1=O	i	-1	-3	4	-3	3	-0.5	-2	-2.9	-0.3
Cc1ccc(S(=O)(=O)N(C)Cc2ccc(C(=O)N/N=C3\CC(=O)CC(C)(C)C3)cc2)cc1	i	2	-5	0	-5	2	-0.6	-1	-2.3	-0.8
CCOC(=O)CSc1nnc2c3ccccc3n(CC)c2n1	i	0	2	-3	0	-26	2.4	6	-2.1	-0.9
Cc1ccc(S(=O)(=O)N(C)c2ccc(C(=O)Nc3cccnc3)cc2)cc1	i	-2	0	2	-2	1	-0.6	2	0.8	0.4
NS(=O)(=O)c1ccc(NC(=O)CN2CCN(S(=O)(=O)/C=C/c3ccccc3)CC2)cc1	i	3	6	2	37	2	1.0	2	1.3	-0.1
O=C(Nc1ccc(Cl)cc1C(=O)c1ccccn1)c1ccccc1	i	1	4	-1	.	6	-0.1	1	-1.3	-0.3
COc1ccc(CCNC2CC(C)N(C)CC2C)cc1OC (centres undefined)	i	-4	0	-3	-6	3	-0.8	-1	-3.6	0.7
C=CCn1c(SC(C)C(=O)NC2(C#N)CCCCC2)nnc1-c1ccc(OC)cc1 (centres undefined)	i	-1	1	3	-11	-1	-0.2	1	-0.3	-0.2
Cc1nc2c(c(=O)n1CCC1=CCCCC1)c1nc3ccccc3nc1n2/N=C/c1ccco1	i	4	76*	12	58*	26	-0.5	49*	32	0.9
CCc1nc(N)c(C#N)c(-c2ccc(O)c(OC)c2)c1C	i	0	0	3	-3	1	2.3	-5	0.2	-0.3
CCCN(CC(=O)Nc1ccccc1C)C(=O)CC(NC(=O)c1ccccc1)c1ccccc1 (centres undefined)	i	-1	0	-2	-4	-2	1.4	-3	-0.1	0.2
COCCNC(=O)c1ccc2c(=O)n(Cc3ccco3)c(SCC(=O)NC3CCCCC3)nc2c1	i	3	1	2	-7	6	-0.9	9	-0.8	0.0
Cc1ccc(C(=O)/C=C/c2ccc(-c3ccccc3[N+](=O)[O-])o2)cc1	i	4	-12	-1	-14	-6	2.4	16	1.7	-1.6
CCCN1CCN(C(=O)C2CCN(S(=O)(=O)c3c(C)noc3/C=C/c3ccc(C)cc3)CC2)CC1	i	2	-5	-1	-3	-24	1.0	-6	-1.9	-0.5
O=C(NCCCN1CCCC1=O)c1ccc2c(=O)n(-c3ccccc3F)c(=S)[nH]c2c1	i	1	1	-2	-12	-1	0.2	4	-1.2	0.0
